Screening data from PubChem.
PERK inh: blocks human PERK kinase; Q9NZJ5; CHO PERK-DD fusion, SEAP luminescence translation reporter; inhibition, % at 5.6 µM; 0.17% of 220,000 active;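 active means inhibition above the mean inhibition of all tested compounds plus 3 SD, set separately per screening campaign, cut at about 2.9% in these data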;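 further: PERK kinase domain activated by AP20187 dimerizer at 100 nM; 0% = DMSO with dimerizer and 100% = rapamycin at 8.4 µM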
Runt-SMMHC FRET: blocks binding of human RUNX1 Runt domain to CBFb-SMMHC | Q01196+Q13951 | Cerulean-Runt/Venus-CBFb-SMMHC FRET ratio 530/480, 1 h | inhibition, % at 20 µM | AID 1434 | 0.74% of 220,000 active;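 active means mean inhibition across duplicate retests at 20 µM reaching about 50%, limit read from the data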;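 further: 0% = DMSO wells and 100% = wells with excess untagged CBFb-SMMHC; inhibitors lower the FRET ratio by blocking Runt binding to CBFb-SMMHC; some results filed as inactive read as strong as hits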
Runt-CBFb FRET: blocks binding of human RUNX1 Runt domain to CBFb | Q01196+Q13951 | Cerulean-Runt/Venus-CBFb FRET ratio 530/480, 1 h | inhibition, % at 20 µM | 0.46% of 220,000 active;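 active means inhibition over about 50% at 20 µM in the single-dose screen, limit read from the data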;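 further: 0% = DMSO wells and 100% = excess unlabeled CBFb competitor control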
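Schedule: protein complex preformed 1 h, compound exposure 1 h, room temperature, dark; test system: Cerulean-labeled Runt domain protein; amount: 100 nM per protein; buffer or medium: Tris 50 mM pH 7.5, KCl, K2SO4, 0.01% BSA; read-out: loss of energy transfer signal; detection: FRET fluorescence; controls: 5 µM unlabeled CBFb as full-inhibition high control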
PGE2 EP2 inh: EP2 receptor (human) inhibition. P43116. C6 glioma cells expressing human EP2, cAMP TR-FRET; cells stimulated with saturating PGE2. inhibition, % at 25 µM. 0.52% of 260,000 active;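 active means percent inhibition above 40 after rounding to a whole number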;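 further: rat C6 glioma host cells with rolipram phosphodiesterase inhibitor present; the protocol text gives 20 µM as final concentration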
Target sequence (P43116 whole entry, looked up): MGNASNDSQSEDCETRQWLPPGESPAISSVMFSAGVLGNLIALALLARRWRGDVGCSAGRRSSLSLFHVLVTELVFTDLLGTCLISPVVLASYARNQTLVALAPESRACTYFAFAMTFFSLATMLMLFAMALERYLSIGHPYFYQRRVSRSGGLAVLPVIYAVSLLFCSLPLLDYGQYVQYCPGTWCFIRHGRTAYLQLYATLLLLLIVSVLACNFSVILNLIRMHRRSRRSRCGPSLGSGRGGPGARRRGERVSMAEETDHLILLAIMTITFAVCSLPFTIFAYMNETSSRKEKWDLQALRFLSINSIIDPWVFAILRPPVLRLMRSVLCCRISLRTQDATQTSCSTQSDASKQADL
zVAD death inh: L929 zVAD cell death inhibition. 0.38% of 220,000 active. viability rescue, % at 10 µM. AID 1377. L929 zVAD necroptosis rescue, ATP luminescence, 24 h; with zVAD 60 µM;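 active means activation, scaled between plate controls, above about 75%, limit read from the data; inactive means activation under that limit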;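 further: 0% = zVAD with DMSO and 100% = DMSO alone without zVAD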
RBBP9 inh: inhibitors of human serine hydrolase RBBP9; recombinant RBBP9, FP-Rh probe fluorescence polarization; O75884; inhibition, % at 7.94 µM; 0.2% of 220,000 active;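 active means inhibition above the campaign mean of all tested compounds plus 3 SD, cut at about 14% in these data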;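 further: plate controls were DMSO wells with RBBP9 for no effect and wells lacking RBBP9 protein for full effect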
Target sequence (O75884 whole entry, looked up): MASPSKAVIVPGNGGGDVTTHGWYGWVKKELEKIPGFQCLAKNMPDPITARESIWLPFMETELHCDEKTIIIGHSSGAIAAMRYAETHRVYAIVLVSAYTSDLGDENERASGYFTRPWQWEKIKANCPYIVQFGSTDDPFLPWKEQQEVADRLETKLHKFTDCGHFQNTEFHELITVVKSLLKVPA
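system = RBBP9 protein | input = RBBP9 at 2.5 µM in dispensed solution, before mixing | measured by = fluorescence polarization (mP), excitation 525 nm, emission 598 nm | incubation = enzyme-compound preincubation 30 min, then probe labeling 45 min, 25 °C | buffer or medium = Tris-NaCl-Pluronic buffer, pH 8.0 | compound = single dose 7.94 µM | also added = FP-Rh probe, 375 nM dispensing solution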
TNF death inh: inhibitors of TNF-alpha induced necroptosis in Jurkat FADD-/- cells. 0.068% of 220,000 active. Jurkat FADD-/- TNF necroptosis rescue, ATP luminescence, 24 h; 0 = TNF only, 100 = no-TNF cells. activation (protection from cell death), % at 10 µM. AID 463075;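 active means activation, meaning protection from cell death, of at least 50% relative to plate controls; inactive means activation below 50%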;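 further: necroptosis triggered by 40 ng/mL TNF-alpha added together with compound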
Hck Nef HTS: human Hck-Nef kinase inhibition; P08631; Recombinant Hck-YEEI plus Nef, Z-Lyte FRET kinase assay; inhibition, % at 20 µM; 0.68% of 220,000 active;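 active means Hck-Nef kinase inhibition above about 50%, limit read from the data; inactive means inhibition below that limit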;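 further: 0% = DMSO with Hck plus Nef and 100% = Hck alone without Nef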
Target sequence (P08631 whole entry, looked up): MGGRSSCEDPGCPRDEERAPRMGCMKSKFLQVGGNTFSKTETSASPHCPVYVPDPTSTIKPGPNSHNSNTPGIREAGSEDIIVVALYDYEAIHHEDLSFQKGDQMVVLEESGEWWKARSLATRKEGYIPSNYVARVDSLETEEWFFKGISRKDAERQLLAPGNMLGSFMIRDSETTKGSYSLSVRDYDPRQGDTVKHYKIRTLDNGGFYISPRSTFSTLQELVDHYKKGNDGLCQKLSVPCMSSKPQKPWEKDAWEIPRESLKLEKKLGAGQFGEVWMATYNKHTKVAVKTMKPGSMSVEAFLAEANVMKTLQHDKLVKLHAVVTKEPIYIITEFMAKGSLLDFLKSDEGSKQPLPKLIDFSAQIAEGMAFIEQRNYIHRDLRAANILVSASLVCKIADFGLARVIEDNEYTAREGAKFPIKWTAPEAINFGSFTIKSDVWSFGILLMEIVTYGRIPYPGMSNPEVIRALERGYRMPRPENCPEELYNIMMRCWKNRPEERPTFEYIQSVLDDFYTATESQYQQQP
EP2 modulator: modulators of human EP2 prostaglandin E2 receptor. P43116. 0.83% of 260,000 active. AID 940. EP2-expressing cells, cAMP HTRF FRET, PGE2 co-stimulation. induction, % at 25 µM;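 active means compounds whose cAMP rise, as percent of the full-agonist control response, exceeds 60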;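 further: rat C6 glioma line stably carrying human EP2 under a CMV promoter; the protocol text gives 20 µM as final concentration; 100% = response of wells given 1 µM PGE2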
* hit, by the source's call; . = not tested or not shown; & = joins results of further samples. The list is partial; the hit share may differ from the screen's.

SMILES	PERK inh	Runt-SMMHC FRET	Runt-CBFb FRET	PGE2 EP2 inh	zVAD death inh	RBBP9 inh	TNF death inh	Hck Nef HTS	EP2 modulator
O=C(C1CCCCC1)N1CCC(CO)(Cc2ccccc2Cl)CC1	-0.1	.	.	7	2.1	-9	0.8	24	-19
CCOC(=O)N1CCN(C(=O)c2ccc(Cl)nc2)CC1	-1.1	4	0	4	-0.3	-6	1.0	-10	25
Cc1nnsc1NC(=O)OCC(C)(C)C	0.5	4	2	5	0.1	-5	-1.1	1	-8
CC(C)CNC(=S)Nc1ccc(F)cc1	1.1	2	-1	9	-0.8	-8	-1.7	3	0
O=C(NC1CCCCCC1)C1Cc2ccccc2CN1C(=O)c1ccco1 (stereo unspecified)	-0.7	-2	-2	6	-0.6	-7	0.6	-1	8
CN(C)CCC(=O)c1ccc2c(c1)OCO2	1.4	0	5	5	1.3	-9	0.8	0	14
O=C(NCSc1ccnc(SCNC(=O)c2ccccc2)n1)c1ccccc1	1.0	27	46	5	0.6	-6	-4.5	3	26
O=C(Cc1cccc2ccccc12)NCCOc1ccccc1F	0.6	-2	-1	9	0.2	1	0.9	23	-58
O=C(N/N=C/c1ccccn1)C(O)c1ccccc1 (stereo unspecified)	1.3	4	2	6	-0.3	-5	1.6	22	10
O=[N+]([O-])c1cc(S(=O)(=O)N2CCCC2)ccc1NN=C1CCCC1	0.4	2	-5	6	0.1	-3	1.0	11	1
CCc1c(C)nc2ncnn2c1NCCc1ccccc1	0.1	1	-3	3	0.2	-5	-1.6	0	-16
O=C(O)c1ccc(NC(=O)C2C3CCC(C3)C2C(=O)O)cc1 (stereo unspecified)	2.0	0	-2	10	0.5	-11	-0.9	1	9
COc1ccc(N2C(=O)C(Cl)=C(N3CCCC(C)C3)C2=O)cc1 (stereo unspecified)	-0.3	22	28	10	-0.3	-9	-0.1	3	44
CCC(NC(=O)Nc1ccc(O)cc1)(C(F)(F)F)C(F)(F)F	1.5	3	3	8	0.3	24*	-0.7	1	-70
CC(C)(C)c1ccc(C(=O)Nc2ccc(Oc3cccnc3)nc2)cc1	-0.2	-1	-4	9	70	-5	-22	8	-31
CCOC(=O)C1=C(C)N(C)C(C)=C(C(=O)OCC)C1c1ccc(Cl)cc1	-1.4	1	-4	0	0.4	-4	-2.1	2	52
CN(CC(=O)O)Cc1nc2ccccc2[nH]1	0.0	0	0	14	-0.6	-11	-0.8	2	-9
C=CCOc1ccc2ccccc2c1CNCCCN1CCOCC1	-1.1	3	-1	.	0.0	3	1.9	0	3
O=C1CC(=O)N(CCc2ccccc2)C(=O)N1CCc1ccccc1	0.5	-10	-1	4	-0.3	-4	-2.4	6	6
N#Cc1c(NC(=O)c2cc([N+](=O)[O-])ccc2N2CCOCC2)sc2c1CCCC2	0.3	-1	4	7	0.2	-4	1.7	-1	14
O=C(CCc1nc(-c2ccccc2F)no1)NCCN1CCN(Cc2ccccc2)CC1	-0.4	4	0	9	-0.1	-2	-1.3	-19	27
N#Cc1cc(N)ccc1Sc1ccccc1	-0.6	-8	-1	6	0.4	-6	-4.8	2	18
O=C(CN1CCC(C(=O)c2cccc(Cl)c2)CC1)Nc1cccc(C(=O)O)c1	1.6	4	2	26	9.4	5	0.1	17	41
Cc1sc(NC(=O)c2ccco2)c(C(c2cccnc2)N2CCN(C)CC2)c1C (stereo unspecified)	0.2	-3	-4	4	-0.3	-9	-2.5	0	12
COC(=O)c1ccc(SCC(=O)NC2CCCC2)c([N+](=O)[O-])c1	0.5	0	1	4	0.1	-5	2.4	-2	-28
CCOC(=O)c1ccc[n+](C(C)C(=O)c2ccc(-c3ccccc3)cc2)c1 (stereo unspecified)	0.0	2	-2	4	0.0	-4	2.0	5	-32
CCOC(=O)C1(CCc2ccccc2)CCN(C(=O)CCn2cnnn2)CC1	0.8	-1	-2	9	-1.1	-2	0.2	5	7
Cc1nn(Cc2ccc(Cl)cc2)c(C)c1NC(=O)/C=C/c1cnn(C)c1	-1.0	-1	0	4	0.7	-2	-3.1	2	-45
CCn1c(SCC(=O)c2cc(C)ccc2C)nc2cc(S(=O)(=O)N3CCOCC3)ccc21	-0.3	1	-4	13	-0.8	-4	3.3	-45	-12
O=C(N/N=C/c1ccco1)c1cc(-c2cccc3ccccc23)n[nH]1	-0.3	-1	8	10	0.4	-1	-1.3	2	-24
COc1ccc(C(=O)Oc2cccc3cccnc23)cc1[N+](=O)[O-]	0.8	2	0	7	-2.1	-3	-8.4	13	-24
Cc1nc(N2CCCCC2)c2c(-c3cccs3)csc2n1	-0.7	6	0	13	5.6	-4	-1.4	28	59
CC(C)CNC(=O)CSc1nc2nn(-c3ccccc3)c(=O)c-2c2n1CCCCC2	0.0	2	-1	9	-0.2	-5	2.5	28	-27
O=C1Nc2ccc(F)cc2C12Nc1ccccc1-c1nnc(SCc3ccccc3)nc1O2 (stereo unspecified)	1.6	-9	5	5	2.2	3	-4.5	0	-4
CC(C)(C)NC(=O)NC(=O)COC(=O)c1cccc(NS(=O)(=O)c2ccc(F)c(F)c2)c1	-0.7	2	0	7	0.1	-11	1.8	0	15
CC(C)(C)c1nn2cnnc2n(/N=C/c2ccc(O)cc2)c1=O	1.4	0	-1	5	0.8	-11	0.6	3	-93
Cn1c(=O)c2c(nc(N/N=C/c3ccc(OC(=O)c4ccco4)cc3)n2Cc2ccc(F)cc2)n(C)c1=O	1.1	2	0	6	4.8	0	-0.6	3	-2
CC1Cc2ccccc2N1CC(=O)Nc1cccc(S(N)(=O)=O)c1 (stereo unspecified)	0.1	-4	2	4	3.1	-10	2.3	15	-17
COC(=O)c1ccc(NC(=O)CSc2nc(C)cc(=O)[nH]2)cc1	0.4	1	0	2	1.1	-4	-0.2	1	-7
CC1Cc2ccccc2N1C(=O)NC1CC(=O)N(c2ccc3c(c2)OCCO3)C1 (stereo unspecified)	0.7	2	-1	4	0.6	-7	1.4	-32	-3
COc1ccccc1Cn1c(=S)[nH]c2cc(C(=O)NCc3cccnc3)ccc2c1=O	0.5	2	0	5	-0.9	-9	-1.2	19	-3
Cc1cc(C)cc(NC(=S)NCCc2c[nH]c3ccccc23)c1	-0.1	1	-1	12	.	-2	-21	4	-45
O=[N+]([O-])c1cc(Cl)c2cccnc2c1O	0.3	-7	0	12	2.4	-2	-1.2	-10	-14
Cc1ccc(-c2nnn(CC(=O)N(CC(=O)NCC3CCCO3)c3ccccc3)n2)o1 (stereo unspecified)	-0.4	2	0	12&14	0.1	-9	-1.4	1	0&6
Cc1cccc(N2CCN(C(=O)c3ccc4ncsc4c3)CC2)c1C	-2.5	2	-2	.	-0.5	2	-16	2	9
CC(C)NS(=O)(=O)c1ccc2c3c(cccc13)CC2	-0.3	-3	-2	4	-0.4	-3	-3.6	-13	-35
O=C(C[n+]1ccc(-c2cc(C(=O)Nc3cccc(C(F)(F)F)c3)c3ccccc3n2)cc1)c1cccc([N+](=O)[O-])c1	1.1	4	1	1	30	-13	-9.6	34	35
CCc1nnc(NC(=O)c2cccnc2SC)s1	1.8	1	-1	2	2.3	3	0.2	21	40
CCC(C)(C)n1nnnc1C(C(C)C)N(Cc1cccnc1)Cc1ccco1 (stereo unspecified)	0.3	3	0	3	-1.5	-6	0.6	-8	39
Cc1cc(C)n(-c2nc(C)nc3c2cnn3-c2ccccc2)n1	1.6	-3	1	.	0.3	-4	1.7	2	67*
CCCCCCNC(=O)N1C/C=C\C(c2ccc(OC)cc2)N(Cc2ccc(F)cc2)C(=O)C1 (stereo unspecified)	.	3	-3	13	1.4	.	3.2	30	14
Cc1ccc(C)c(NC(=O)CN(C)S(=O)(=O)c2cccc3cccnc23)c1	-1.4	-1	-1	4	0.1	-4	-1.4	16	-67
Cc1ccc(-c2nn(-c3cc(Cl)ccc3[N+](=O)[O-])c(=O)c3ccccc23)cc1C	0.5	-8	1	16	0.0	-7	-2.8	1	21
Cc1cccc2cc(CN(Cc3cccs3)C(=S)NCC3CCCO3)c(=O)[nH]c12 (stereo unspecified)	-0.9	-1	-1	7&3	0.5	7	5.4	1	-10&10
O=C(CCC(=O)Nc1ccccc1)N/N=C/C=C/c1ccccc1	1.5	-1	10	4	1.3	-9	3.3	6	-34
O=C(NC(Cc1c[nH]c2ccccc12)C(=O)O)c1ccc(F)cc1 (stereo unspecified)	1.3	1	0	6	25	0	0.8	21	32
COC(=O)c1ccc(Oc2nc(NC(C)C)nc(N(C)C)n2)cc1	0.5	0	-1	3	0.3	-3	-1.1	10	51
CCS(=O)(=O)Nc1cccc(-c2nc3cccnc3s2)c1C	0.3	1	1	7	3.7	2	-1.0	2	-23
COc1ccc(Cl)cc1C(=O)NNC(=O)c1cccc([N+](=O)[O-])c1	0.2	-1	1	7	0.7	-8	-0.9	3	-10
CCCN(CC1CC1)C(=S)Nc1ccccc1F	-0.8	-1	0	2	1.1	1	0.5	17	21

Ordered by length of the SMILES (lowest first): part of the list above
SMILES	PERK inh	Runt-SMMHC FRET	Runt-CBFb FRET	PGE2 EP2 inh	zVAD death inh	RBBP9 inh	TNF death inh	Hck Nef HTS	EP2 modulator
Cc1cc(C)cc(NC(=S)NCCc2c[nH]c3ccccc23)c1	-0.1	1	-1	12	.	-2	-21	4	-45
Cc1ccc(-c2nn(-c3cc(Cl)ccc3[N+](=O)[O-])c(=O)c3ccccc23)cc1C	0.5	-8	1	16	0.0	-7	-2.8	1	21
O=C(C[n+]1ccc(-c2cc(C(=O)Nc3cccc(C(F)(F)F)c3)c3ccccc3n2)cc1)c1cccc([N+](=O)[O-])c1	1.1	4	1	1	30	-13	-9.6	34	35

Carrying on:
SMILES	PERK inh	Runt-SMMHC FRET	Runt-CBFb FRET	PGE2 EP2 inh	zVAD death inh	RBBP9 inh	TNF death inh	Hck Nef HTS	EP2 modulator
O=C(Nc1ccc(S(=O)(=O)Nc2nccs2)cc1)/C(=C/c1ccccc1Cl)NC(=O)c1ccccc1	1.1	-8	-5	7	1.0	0	2.0	3	-21
CCOC(=O)C1CCCN(C(=O)c2cccc(NC(=O)C(CC)CC)c2)C1 (stereo unspecified)	-0.7	-4	0	3	0.5	0	2.1	13	-3
O=C1C2CC=CCC2C(=O)N1c1n[nH]c(Cc2ccccc2)n1 (stereo unspecified)	1.0	4	0	7	-0.1	3	-0.3	-1	34
CC(=O)c1cc(C#N)c(N2CCCCC2)nc1C	0.2	-1	2	10	1.6	3	-1.1	-4	4
CC(=O)Nc1ccc(Nc2nc(C)c([N+](=O)[O-])c(N(C)c3ccccc3)n2)cc1	-1.7	-4	-4	13	0.8	3	-12	9	-24
CC(=O)N(C)c1ccc(NS(=O)(=O)c2cc(Cl)ccc2Cl)cc1	0.4	-2	-1	2	1.1	-3	2.6	19	-31
Cc1nn2c3ccccc3n(C)c2nc1=O	-0.1	1	0	16	0.3	-3	1.2	-7	31
CNC(=O)NC(=S)NC(=O)c1cccc(Cl)c1	0.6	-3	5	11	2.1	-9	1.3	17	13
O=C(C1CCC1)N1CCN(Cc2ccccc2)CC1	-0.6	1	-1	5	0.1	1	1.3	5	0
